Screening results as filed in PubChem.
Casp6 inh = caspase-6 (human) enzyme inhibition; purified caspase-6, Z-VEID-R110 cleavage fluorescence; inhibition, % at 12.5 µM; 350,000 compounds, 0.53% hits; AID 686996;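 active = mean inhibition across replicates at least about 35%, with every replicate also reaching that limit, limit read from the data; inconclusive = only one of the two criteria met; inactive = neither criterion met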;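 also: 0% = median of neutral control wells and 100% = no fluorescence left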
Target sequence (P55212 24-179 limits assumed): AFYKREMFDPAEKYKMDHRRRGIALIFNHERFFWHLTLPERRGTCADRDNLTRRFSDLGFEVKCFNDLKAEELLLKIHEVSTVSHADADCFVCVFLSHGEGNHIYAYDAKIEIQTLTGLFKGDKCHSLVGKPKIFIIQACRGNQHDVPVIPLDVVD
Target sequence (P55212 194-293 limits assumed): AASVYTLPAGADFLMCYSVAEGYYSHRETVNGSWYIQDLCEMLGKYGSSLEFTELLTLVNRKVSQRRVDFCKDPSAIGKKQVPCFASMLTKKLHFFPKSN
RAD52 anneal inh = RAD52 (human) annealing inhibition; P43351; recombinant RAD52 DNA annealing, FRET fluorescence; inhibition, % at 18.7 µM; 360,000 compounds, 0.46% hits; AID 651710;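 active = every replicate showing at least 50% inhibition; inconclusive = mean inhibition at least 50% but not in every replicate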
XiGFP reactiv = X-chromosome reactivation activator. XiGFP mouse fibroblasts, % GFP-positive cells imaging, 3 d; cells co-treated with 5-aza-dC sensitizer; scaled so ellipticine positive control = 100%. activation, % at 7.58 µM. 360,000 compounds, 0.055% hits. AID 743238;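 active = mean normalized replicate activation at least 10% and every replicate at or above 10%; inconclusive = only one of the two criteria met; inactive = mean below 10% and not all replicates reach 10%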;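 also: 0% = median of on-plate neutral control wells and 100% = ellipticine 6 µM median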
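Assay system: SV40-immortalized XiGFP fibroblast cells, line 68-5-11; buffer or medium: DMEM plus 5-aza-dC sensitizer; compound: one concentration, pinned; timing: compounds 3 days, fix/stain 15 min at room temperature; benchmarks: positive control ellipticine, 6 µM final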
DENV2 CPE = protects cells from dengue virus 2 cytopathic effect. DENV2-infected cells, cytopathic effect rescue, plate reader. CPE inhibition, % at 9.99 µM. 350,000 compounds, 1.7% hits; in the data active = CPE inhibition above about 20%, passing the limit was not always enough; inconclusive = no clear call, values can overlap the other calls; tested in BHK-21 cells;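 also: 0% = median of neutral control wells and 100% = median of positive control wells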
GSIS activator = GLuc luminescence reporter in INS-1E cells, primary screen for activators of glucose-dependent secretion of insulin. INS-1E GLuc reporter insulin secretion, 2-3 h. activation, % at 16.6 µM. 370,000 compounds, 0.61% hits;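 active = lowest replicate activation of at least 40%, so every replicate reaches that level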;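 also: 0% = median of neutral control wells and 100% = median of IBMX positive control wells; some compounds called inactive have numbers as strong as hits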
F508del corr = correctors of CFTR F508del function in bronchial epithelial cells; CFBE cells, YFP halide quenching; stimulated with forskolin plus potentiator P3; % fluorescence drop versus neutral controls; activity (quench increase), % at 7.58 µM; 350,000 compounds, 0.36% hits; AID 720511;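 active = mean added fluorescence quench of at least 8% versus neutral control, with both replicates also reaching 8%; inconclusive = only one of the mean or replicate conditions met; inactive = mean below 8% and not both replicates reaching 8%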;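 also: cells transiently co-express mutant CFTR-F508del with the halide-sensitive YFP; corrector assay measuring rescue of mutant channel to the surface after 24 h compound exposure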
E-selectin induc = E-selectin induction on HUVECs. P16581. HUVEC E-selectin immunofluorescence imaging; normalized: neutral wells 0, TNF-alpha wells 100. activation, % at 7.58 µM. 260,000 compounds, 0.37% hits. AID 686992;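 active = mean E-selectin-positive cell signal at least 10% of the positive control, reached in at least 60% of replicates, without over 20% cell loss; inconclusive = no rule given, readout overlaps actives, possibly toxicity-flagged; inactive = the rest, including those meeting only one limit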;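 also: in these data hits start at about 27%; measured in HUVEC primary endothelial cells; signal is the percent of cells scored E-selectin positive by PE staining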
Target sequence (P16581 whole entry, looked up): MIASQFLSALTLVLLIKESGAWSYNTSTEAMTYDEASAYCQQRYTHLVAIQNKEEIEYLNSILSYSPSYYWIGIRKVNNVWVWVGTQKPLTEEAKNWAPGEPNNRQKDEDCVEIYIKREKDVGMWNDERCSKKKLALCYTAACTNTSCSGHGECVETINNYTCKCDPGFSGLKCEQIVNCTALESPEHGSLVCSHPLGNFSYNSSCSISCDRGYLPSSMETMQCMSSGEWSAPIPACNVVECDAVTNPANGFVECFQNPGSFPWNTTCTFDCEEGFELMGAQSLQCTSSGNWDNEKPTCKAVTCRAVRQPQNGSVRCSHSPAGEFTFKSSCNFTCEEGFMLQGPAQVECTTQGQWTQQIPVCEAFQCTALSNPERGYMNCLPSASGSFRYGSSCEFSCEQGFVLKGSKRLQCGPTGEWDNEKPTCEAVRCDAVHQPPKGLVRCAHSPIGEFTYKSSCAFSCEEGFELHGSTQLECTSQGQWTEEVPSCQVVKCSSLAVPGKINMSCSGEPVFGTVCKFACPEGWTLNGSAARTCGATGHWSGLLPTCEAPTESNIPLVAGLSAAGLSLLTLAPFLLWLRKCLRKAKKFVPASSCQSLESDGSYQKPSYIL
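System: HUVEC, human umbilical vein endothelial cells; quantity: 3,000 cells/well; buffer or medium: EGM-2 medium, gelatin-coated wells; dosing: single-point compound dose; detection: immunofluorescence imaging; evaluation: % PE-positive cells; benchmarks: TNF-alpha, DMSO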
RAD54 inh = RAD54 (human) branch migration inhibition; Q92698; RAD54 Holliday junction branch migration, FAM/BHQ fluorescence; inhibition, % at 10.4 µM; 360,000 compounds, 0.14% hits;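 active = mean normalized replicate activity at least 40 and at least half of replicates scoring 40 or more; inconclusive = only one of the two criteria met; inactive = mean below 40 and under half of replicates reaching 40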;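 also: 0% = median of neutral control wells and 100% = median of positive control wells; inhibitors cause a drop in the FAM fluorescence signal; in these data hits start at about 50%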
* = called active by the depositor; ? = inconclusive; · = not tested or not shown.

SMILES | Casp6 inh | RAD52 anneal inh | XiGFP reactiv | DENV2 CPE | GSIS activator | F508del corr | E-selectin induc | RAD54 inh
C[C@H]1CN([C@@H](C)CO)C(=O)c2cc(NS(C)(=O)=O)ccc2O[C@@H]1CN(C)Cc1ccc2c(c1)OCO2 | -4 | 8 | 0.0 | 4 | 26 | 2.3 | -8.0 | -4
Cc1cc(O)c(C(C)C)cc1NC(=S)Nc1cc(C(C)C)c(O)cc1C | 11 | 17 | 0.1 | 74* | · | · | · | ·
CC(=O)Nc1ccc(N(C(=O)Cn2nnc3ccccc32)C(C(=O)NC2CCCC2)c2ccc(O)c(O)c2)cc1 (centres undefined) | 1 | -7 | 0.0 | -5 | -3 | 1.0 | · | ·
COc1ccc(-c2nnc(SCC(=O)Nc3sc4c(c3C#N)CCCC4)n2-c2ccccc2)cc1 | -3 | 1 | · | 10 | 4 | -2.5 | · | 9
CN1c2ccc(-c3cccc(C#N)c3)cc2[C@@H]2[C@@H](CCN2C(=O)NC2CCCC2)[C@@H]1CO | 2 | 10 | 0.1 | -2 | -5 | 2.2 | 0.0 | ·
COc1ccc(C(C(=O)NCc2ccc(F)cc2)N(Cc2cccnc2)C(=O)c2snc(C(N)=O)c2N)cc1 (centres undefined) | -1 | -20 | 0.4 | 11 | -2 | -4.0 | 0.1 | 4
Cc1ccc(OCC(=O)NCCCNC(=O)c2ccco2)cc1C | 1 | -10 | 0.1 | 5 | 8 | -0.4 | 0.2 | -4
Cc1ccccc1-n1c(-c2ccc(=O)[nH]n2)n[nH]c1=S | 1 | -5 | 0.2 | · | 0 | 0.5 | · | 4
N#CCCN(CCC#N)S(=O)(=O)c1ccc(C(=O)Nc2nc(-c3ccccc3)c(C(=O)c3ccccc3)s2)cc1 | 0 | -14 | 0.0 | -1 | 34 | 5.3 | 1.6 | -8
C[C@H](O)C#Cc1ccc2c(c1)O[C@H](CN(C)C(=O)C1CCCCC1)[C@H](C)CN([C@H](C)CO)S2(=O)=O | 0 | -3 | 0.3 | 8 | 17 | -2.3 | · | -11
C[C@H](CO)N1C[C@H](C)[C@@H](CN(C)Cc2ccncc2)Oc2c(NC(=O)Cc3ccccc3)cccc2C1=O | 4 | 2 | -0.1 | 7 | -19 | 0.4 | 0.0 | 0
CC(=O)c1cccc(S(=O)(=O)N2CCC(C(=O)OC3CCOC3=O)CC2)c1 (centres undefined) | 3 | -10 | 0.2 | 1 | -5 | -3.0 | 0.1 | 5
O=C(COC(=O)c1ccc2ncsc2c1)NCc1ccc(F)cc1 | 11 | -12 | 0.0 | 7 | 3 | -0.1 | 0.3 | -11
Clc1cccc(Cl)c1CNCCCSc1ncccn1 | -33 | 13 | 0.2 | -3 | 0 | -0.2 | · | -5
C[C@H](CO)N1C[C@H](C)[C@H](CN(C)Cc2ccc(-c3ccccc3)cc2)Oc2ccc(NC(=O)c3ccncc3)cc2C1=O | 0 | -4 | 0.0 | 1 | -8 | 3.2 | -28 | 4
CC(C)Oc1ccccc1OCCCOc1cccc2cccnc12 | 0 | -3 | 0.0 | -6 | -36 | 0.9 | · | -14
CC(OC(=O)c1cc(Br)ccc1O)C(=O)Nc1ccc(S(=O)(=O)N2CCCC2)cc1 (centres undefined) | 0 | -8 | -0.8 | 10 | -22 | -2.3 | -1.0 | 1
CC(Oc1ccc(Br)cc1)C(=O)Nc1ccncc1 (centres undefined) | -6 | -15 | 0.0 | 2 | 5 | 0.5 | · | ·
O=C(Cc1ccc(Br)cc1)Nc1nc2ccccc2[nH]1 | -3 | -21 | 0.0 | -3 | -8 | 0.2 | 2.0 | ·
COCCNC(=O)CCn1nc(-c2ccc(C)cc2)c2ccccc2c1=O | 0 | -6 | 0.0 | -1 | 2 | -3.0 | 2.5 | 1
Cc1noc(C)c1S(=O)(=O)Nc1ccc2c(c1)C(=O)N([C@@H](C)CO)C[C@@H](C)[C@@H](CN(C)S(=O)(=O)c1c(C)noc1C)OCCCC[C@@H](C)O2 | 1 | -30 | 0.2 | 4 | -17 | 0.3 | 0.8 | -4
Cc1ncc([N+](=O)[O-])n1CC(=O)Nc1ccccc1Cl | 3 | -11 | -0.1 | ? | 13 | 0.8 | 0.1 | -2
O=C(Cc1cccnc1)N1CC(=O)N2[C@H](CO)[C@H](c3ccc(C4=CCCCC4)cc3)[C@@H]2C1 | 1 | 0 | 0.0 | 1 | 12 | -3.5 | -0.4 | ·
Cc1[nH]nc2c(=S)[nH]c(=O)[nH]c12 | -2 | 6 | 0.4 | 0 | 18 | 4.3 | 0.9 | ·
O=S(=O)(c1ccc(F)cc1)N1CC[C@@H]2[C@H](CO)Nc3ccc(Br)cc3[C@@H]21 | · | -71 | 0.1 | · | -11 | 1.4 | 0.4 | -5
CCOc1ccccc1C=NNC(=O)CCCCC(=O)NN=Cc1ccccc1OCC | 1 | -10 | 0.1 | -1 | · | 1.1 | 0.3 | ·
O=C(c1ccc2c(c1)OCO2)N1CC(=O)N2[C@H](CO)[C@@H](c3ccc(C#CCC4CCCC4)cc3)[C@H]2C1 | 1 | 5 | 0.1 | 1 | -19 | 1.8 | -0.9 | ·
Cc1ccc(S(=O)(=O)N(C)C[C@@H]2Oc3ccc(NC(=O)Nc4c(C)noc4C)cc3C(=O)N([C@@H](C)CO)C[C@H]2C)cc1 | -3 | 13 | -0.8 | 8 | 11 | -0.5 | 0.3 | 17
CCSC(=N)N | 0 | -7 | 0.1 | 9 | · | 1.0 | 1.6 | 1
O=C(NC(=S)NC1CCSC1=O)c1ccc([N+](=O)[O-])cc1 (centres undefined) | 6 | -7 | 0.0 | -12 | -11 | -4.1 | -0.2 | -5
COc1ccc(CC(=O)O/N=C(\N)c2ccccn2)cc1 | 4 | -10 | 0.3 | 4 | -2 | -0.7 | 0.0 | ·
O=C(CN1CCOCC1)N[C@H]1CC[C@H](CCn2cc(C3CCCCC3)nn2)O[C@H]1CO | 3 | -4 | -0.4 | 0 | 4 | -0.7 | 0.0 | -5
Cc1cccc(Oc2ccc(S(=O)(=O)N3CCCCC3)cc2NC(=O)C2=COCCO2)c1 | -35 | -4 | -0.1 | 8 | 3 | 0.9 | · | -4
CCN(C(=O)CSc1nnnn1-c1ccccc1)C1CCS(=O)(=O)C1 (centres undefined) | -1 | -3 | 0.3 | 4 | 7 | -0.1 | -3.7 | ·
COc1cccc(/C=N/NC(=O)CNC(=O)C2COc3ccccc3O2)c1O (centres undefined) | -7 | -10 | 0.2 | 4 | -1 | · | · | ·
N#C/C(=N/Nc1ccc(OC(F)(F)F)cc1)C(N)=S | 5 | -5 | 0.1 | -9 | -6 | 7.8 | · | ·
N/C(=N\OC(=O)CC1CCCCC1)c1cccnc1 | -2 | -1 | · | 1 | 7 | -2.9 | · | 0
C[C@H](CO)N1C[C@H](C)[C@H](CN(C)C(=O)Cc2ccccc2)OCc2ccccc2-c2c(n(C)c3ccccc23)C1=O | · | · | -0.5 | · | -10 | -3.8 | 0.7 | -6
CC(=O)Nc1cccc(NS(=O)(=O)c2ccccc2[N+](=O)[O-])c1 | 2 | 7 | 0.1 | -2 | 6 | 1.0 | · | ·
COc1cccc(N2CCc3c(C)nc4ccc(Cl)cc4c32)c1 | 3 | -32 | 1.0 | 41* | · | 4.6 | 0.0 | 19

Part of the list above, tab-delimited.
SMILES	Casp6 inh	RAD52 anneal inh	XiGFP reactiv	DENV2 CPE	GSIS activator	F508del corr	E-selectin induc	RAD54 inh
N#C/C(=N/Nc1ccc(OC(F)(F)F)cc1)C(N)=S	5	-5	0.1	-9	-6	7.8	·	·
CCN(C(=O)CSc1nnnn1-c1ccccc1)C1CCS(=O)(=O)C1 (centres undefined)	-1	-3	0.3	4	7	-0.1	-3.7	·
COc1cccc(/C=N/NC(=O)CNC(=O)C2COc3ccccc3O2)c1O (centres undefined)	-7	-10	0.2	4	-1	·	·	·
COc1cccc(N2CCc3c(C)nc4ccc(Cl)cc4c32)c1	3	-32	1.0	41*	·	4.6	0.0	19

The list continues.
SMILES | Casp6 inh | RAD52 anneal inh | XiGFP reactiv | DENV2 CPE | GSIS activator | F508del corr | E-selectin induc | RAD54 inh
CCOc1ccc(N2CC(C(=O)NCCc3c[nH]c4ccc(C)cc34)CC2=O)cc1 (centres undefined) | 2 | -12 | 0.0 | -1 | -14 | -1.0 | 0.0 | 1
C/C(CC(=O)Nc1ccc(F)cc1)=N\NC(=O)Cc1csc(N)n1 | -2 | -8 | 0.0 | -8 | -2 | · | · | -1
Cc1c(C=O)c(=O)n(-c2ccccc2)n1-c1ccccc1 | · | · | 0.0 | · | 36 | · | 0.2 | 5
Cc1ccc(S(=O)(=O)N2CCC(=O)c3ccccc32)cc1 | 3 | -10 | 0.0 | -2 | -6 | 1.5 | 0.3 | ·
CCC1CN(C(=O)NCc2ccccc2)c2cc(Cl)ccc2O1 (centres undefined) | -1 | -12 | 0.1 | 6 | -35 | 1.3 | 0.0 | -8
COc1ccc(C(=O)NNC(=O)CN2CCC(n3nnc4cc(F)ccc43)CC2)cc1 | -2 | -4 | 0.0 | -5 | -7 | · | -1.7 | 2
NCCCn1c(C(=O)c2cc(Cl)c(N)c(Cl)c2)c2ccc(C(F)(F)F)cc2[n+]1[O-] | -43 | 39 | -0.1 | -1 | -3 | -1.2 | 0.0 | 27
O=C(Nc1cccc(F)c1)c1cc(S(=O)(=O)N2CCOCC2)cs1 | 2 | -12 | 0.2 | 3 | -42 | -1.2 | · | ·
O=C(NCc1ccccn1)Nc1ccccc1 | 0 | -7 | 0.0 | 3 | · | 1.9 | 2.8 | -6
CCC1CCCCN1C(=O)CN1C(=O)c2ccccc2S1(=O)=O (centres undefined) | 0 | -6 | -0.1 | 8 | 25 | -0.2 | 0.5 | -6

Looked up by compound from above, 2 records:
SMILES | Casp6 inh | RAD52 anneal inh | XiGFP reactiv | DENV2 CPE | GSIS activator | F508del corr | E-selectin induc | RAD54 inh
CC(=O)c1cccc(S(=O)(=O)N2CCC(C(=O)OC3CCOC3=O)CC2)c1 (centres undefined) | 3 | -10 | 0.2 | 1 | -5 | -3.0 | 0.1 | 5
COc1ccc(C(C(=O)NCc2ccc(F)cc2)N(Cc2cccnc2)C(=O)c2snc(C(N)=O)c2N)cc1 (centres undefined) | -1 | -20 | 0.4 | 11 | -2 | -4.0 | 0.1 | 4

Continued:
SMILES | Casp6 inh | RAD52 anneal inh | XiGFP reactiv | DENV2 CPE | GSIS activator | F508del corr | E-selectin induc | RAD54 inh
O=C(NCC1CC1)[C@@H]1[C@@H](CO)[C@@H]2Cn3c(cccc3=O)[C@H]1N2C(=O)c1cccnc1 | -2 | 6 | -0.1 | 3 | 13 | 0.0 | -0.8 | -7
CNC[C@@H]1Oc2ncc(C#CC3CCCCC3)cc2C(=O)N([C@@H](C)CO)C[C@@H]1C | · | · | 0.4 | · | 0 | -2.6 | -0.3 | ·
O=C(Cn1ccnc1[N+](=O)[O-])N(CCO)CCO | · | 0 | -0.1 | -7 | · | -2.1 | -0.4 | -3
COc1cccc(Oc2c(C)oc3c(CN4CCOCC4)c(O)ccc3c2=O)c1 | 0 | 1 | 0.0 | -1 | 0 | 2.0 | 0.1 | 4
Cc1cc(OCCN2CCOCC2)ccc1C(C)C | 0 | -2 | -0.1 | 12 | -1 | -1.8 | 0.0 | -4
